PLK1 inh – inhibitors of human PLK1 kinase. recombinant PLK1 kinase, TR-FRET peptide phosphorylation. inhibition, % at 10 µM. P53350. hit rate 0.53% among 97,000;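 active means inhibition of 50% or more in the single-concentration screen; inactive means inhibition below 50%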;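 further: 0% = DMSO max control and 100% = H-89 dihydrochloride min control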
EphB4 ephrin blk – blocks human EphB4 binding to ephrin-B2; inhibition, % at 7 µM; hit rate 0.15% among 97,000; EphB4 LBD / TNYL-RAW-Alexa532 peptide, fluorescence polarization;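 active means inhibition above the screen-wide mean inhibition plus 3 SD, cut at about 15% in these data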;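 further: 0% = DMSO wells and 100% = excess unlabeled TNYL-RAW peptide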
Target sequence (P54760 whole entry, looked up, the tested form may be a part): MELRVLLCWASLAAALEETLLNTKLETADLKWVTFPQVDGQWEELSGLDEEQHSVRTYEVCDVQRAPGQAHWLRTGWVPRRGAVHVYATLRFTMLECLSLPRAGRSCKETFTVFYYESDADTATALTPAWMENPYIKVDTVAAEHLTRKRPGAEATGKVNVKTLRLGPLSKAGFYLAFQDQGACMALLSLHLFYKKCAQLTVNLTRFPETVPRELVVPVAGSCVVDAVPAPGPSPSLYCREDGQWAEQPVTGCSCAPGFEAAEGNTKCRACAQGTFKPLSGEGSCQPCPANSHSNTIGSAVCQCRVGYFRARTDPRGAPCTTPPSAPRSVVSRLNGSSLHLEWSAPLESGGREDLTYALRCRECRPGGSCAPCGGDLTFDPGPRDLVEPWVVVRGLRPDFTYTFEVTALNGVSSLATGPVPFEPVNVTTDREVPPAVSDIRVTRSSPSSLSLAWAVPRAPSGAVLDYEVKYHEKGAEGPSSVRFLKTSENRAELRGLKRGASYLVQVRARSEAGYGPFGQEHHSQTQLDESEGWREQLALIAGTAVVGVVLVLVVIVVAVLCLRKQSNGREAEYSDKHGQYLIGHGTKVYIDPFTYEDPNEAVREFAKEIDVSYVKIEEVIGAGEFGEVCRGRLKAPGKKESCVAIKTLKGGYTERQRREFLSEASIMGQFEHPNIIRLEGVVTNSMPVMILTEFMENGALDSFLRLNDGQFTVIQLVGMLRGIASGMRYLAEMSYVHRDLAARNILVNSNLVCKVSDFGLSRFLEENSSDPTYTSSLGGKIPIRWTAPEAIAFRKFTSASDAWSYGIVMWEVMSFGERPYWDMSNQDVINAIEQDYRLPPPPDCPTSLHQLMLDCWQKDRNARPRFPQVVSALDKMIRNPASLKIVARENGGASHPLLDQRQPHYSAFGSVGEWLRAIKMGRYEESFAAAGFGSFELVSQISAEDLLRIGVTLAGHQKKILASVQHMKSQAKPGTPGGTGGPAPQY
Calb biofilm kill – kills Candida albicans biofilms. C. albicans biofilm + clotrimazole, Alamar Blue. AID 834. hit rate 0.14% among 85,000. inhibition, % at 6 µM;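 active means inhibition above 20%; inactive means inhibition below 20%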;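 further: preformed 24 hr biofilms exposed to compound for 48 hr; 0% = biofilm without compound and 100% = blank killed by clotrimazole plus chlorhexidine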
LYP act – LYP (human) phosphatase activation. Q9Y2R2. recombinant LYP, DiFMUP fluorescence; 0 = plate median, 100 = signal doubled. activation, % at 2 µM. hit rate 0.11% among 96,000. AID 697;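 active means activation at 2 µM above a set limit, the mean plus 5 SD, cut at about 37% in these data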
HIV Rev-RRE inh – disrupts HIV-1 Rev binding to RRE RNA; Rev peptide-RRE RNA binding, FRET; hit rate 0.79% among 97,000; inhibition, % at 8 µM; P05866;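 active means inhibition above the screen-wide mean plus 3 SD, cut at about 35% in these data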;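 further: 0% = median DMSO wells and 100% = median Neomycin B control wells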
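Assay system: Rev peptide and RRE RNA, both fluorescently labelled; times: 5 min preincubation and 15 min binding, 25 °C; detection: FRET, ex 480 nm, em 540 and 671 nm; read-out basis: % inhibition from 671/540 nm acceptor-to-donor ratio, scaled between controls; benchmarks: DMSO low control, neomycin B high control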
LYP inh 2 – LYP (human) phosphatase inhibition. recombinant LYP catalytic domain, DiFMUP fluorescence. Q9Y2R2. hit rate 0.21% among 96,000. inhibition, % at 2 µM;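 active means inhibition at 2 µM at or above a set limit, the screen mean plus 3 SD, cut at about 24% in these data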;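 further: 0% = DMSO with enzyme and 100% = enzyme fully blocked by orthovanadate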
CYP2C9 act – CYP2C9 (human) activation; P11712; recombinant CYP2C9, luciferin-H conversion, luminescence; hits give high values; factor 1 = untreated enzyme, 0 = blocked; activation factor at 5 µM; hit rate 1.4% among 96,000;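 active means activation factor of 2 or more for CYP2C9 at a 5 µM dose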;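 further: 0 = sulfaphenazole-blocked wells and 1 = vehicle-only wells; values of inactives mirror those of a sister screen read the other way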
CYP2C9 inhib – inhibitors of human CYP2C9; CYP2C9 Supersomes, luciferin-H conversion, luminescence; hit rate 20% among 96,000; inhibition, % at 5 µM;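 active means blocking of liver enzyme CYP2C9 beyond about 50% at 5 µM, limit read from the data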; further: values of inactives mirror those of a sister screen read the other way
Plk1 PBD FP – blocks phosphopeptide binding to human Plk1 polo box domain; P53350; hit rate 0.13% among 97,000; inhibition, %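 (tested at about 20 µM)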; Plk1 PBD phosphopeptide binding, fluorescence polarization; in the data active means inhibition above about 34%, passing the limit was not always enough
Numbers without * were called inactive; / = no result given.

1. CC(C)(C)CC(C)(C)NC(=S)Nc1ccc2nc(-c3ccccn3)c(-c3ccccn3)nc2c1
2. COc1ccc(Cl)cc1C(=O)NCCN(C)C
3. CC(NC(=O)C1CCCN(S(=O)(=O)c2cnc[nH]2)C1)c1ccccc1 (stereo not drawn)
4. COc1ccc(CC(C)N2CCN(Cc3ccccc3)CC2)c(OC)c1 (stereo not drawn)
5. Cc1ccc(C)n1C1CCS(=O)(=O)C1 (stereo not drawn)
6. C[n+]1c2n(c3ccccc31)N=C(c1ccc(Br)cc1)CS2
7. CSc1nc2ccc3nc(NC(=O)c4ccccc4)sc3c2s1
8. NC(=O)c1cnn(Cc2ccc(Cl)cc2)c1N

entry no.,1,2,3,4,5,6,7,8
PLK1 inh,24,-8,-5,-2,-2,0,-41,-12
EphB4 ephrin blk,-2,7,-2,0,-5,-1,-5,-5
Calb biofilm kill,/,2,1,2,3,/,6,/
LYP act,-13,-5,0,-3,2,10,5,5
HIV Rev-RRE inh,76*,8,2,-1,5,-14,2,7
LYP inh 2,13,7,-1,2,-3,-12,-8,-7
CYP2C9 act,0.9,1.1,0.3,1.1,1,1.2,1.1,1
CYP2C9 inhib,8,-5,74*,-15,-3,-18,-7,3
Plk1 PBD FP,-37,24,-14,21,2,26,-16,-4

9. CC(C)NS(=O)(=O)c1ccc(NC(=O)C2CCCCC2)cc1
10. CSCCC1NC(=O)N(CC(=O)Nc2c(Cl)cc(Cl)cc2Cl)C1=O (stereo not drawn)
11. COc1ccc(CCN2C(=O)C(O)=C(C(C)=O)C2c2ccccc2OC)cc1OC (stereo not drawn)
12. CC(C)(C)C(=O)Nc1nnc(Cc2ccccc2)s1
13. NC(=O)CSc1nc2ccccc2n1Cc1ccccc1F
14. COc1ccc(Cn2c(=O)[nH]c3cc(C(=O)NCCCN4CCCC4=O)ccc3c2=O)cc1
15. Cn1c(=O)oc2cc(S(=O)(=O)NCCN3CCN(c4ccccc4F)CC3)ccc21
16. O=C(O)c1cc2cccc(S(=O)(=O)N3CCOCC3)c2cc1O

entry no.,9,10,11,12,13,14,15,16
PLK1 inh,-6,-6,-4,-15,-7,-7,-13,-12
EphB4 ephrin blk,7,-6,5,6,5,-9,1,4
Calb biofilm kill,0,/,3,4,-1,2,7,7
LYP act,-3,11,-8,-13,-1,7,8,0
HIV Rev-RRE inh,5,0,-3,1,3,8,1,9
LYP inh 2,3,-14,7,13,-4,-10,-10,-1
CYP2C9 act,1,1,1.2,/,1,0.7,1.2,1
CYP2C9 inhib,4,5,-24,/,-1,25,-17,2
Plk1 PBD FP,-9,6,6,-11,-1,-14,-2,24

17. CCC(C)N1C(=O)CCC1C(=O)O (stereo not drawn)
18. COC(=O)c1ccc(C2c3c(oc4ccc(F)cc4c3=O)C(=O)N2CCO)cc1 (stereo not drawn)
19. CC(C)CC(=O)Nc1cc2nn(-c3ccccc3)nc2cc1Cl
20. CC(O)CN(Cc1cccc(Cl)c1)CC(C)O (stereo not drawn)
21. Cc1cc(/C=C2\SC(=S)NC2=O)c(C)n1C1CC1
22. Cc1ccc(-n2nc(C(=O)c3ccccc3)n3c(=O)cc(-c4ccccc4)nc23)cc1
23. CS(=O)(=O)N1CCN(Cc2ccccc2C(F)(F)F)CC1
24. Cc1cc2cc3c(cc2nc1SCC(=O)OC(C)C)OCCO3
25. C=CCn1c(NCc2ccc3c(c2)OCO3)nc2ccccc21

entry no.,17,18,19,20,21,22,23,24,25
PLK1 inh,-6,-17,-5,-3,-4,-12,-5,-11,-5
EphB4 ephrin blk,4,-4,2,-2,0,-7,-3,2,3
Calb biofilm kill,-4,-1,53*,/,/,/,1,/,4
LYP act,-4,-7,-6,0,-3,16,5,-5,-2
HIV Rev-RRE inh,11,2,3,-1,65*,2,4,21,4
LYP inh 2,3,3,3,-1,2,-13,-6,4,2
CYP2C9 act,1.1,1,0.9,1.2,1.2,1,0.8,0.9,0.3
CYP2C9 inhib,-7,-2,8,-22,-22,4,18,10,73*
Plk1 PBD FP,-11,-11,14,-8,-23,12,8,-6,-1

Some of these compounds in order of molecular weight, lowest first.
17. CCC(C)N1C(=O)CCC1C(=O)O (stereo not drawn)
20. CC(O)CN(Cc1cccc(Cl)c1)CC(C)O (stereo not drawn)
12. CC(C)(C)C(=O)Nc1nnc(Cc2ccccc2)s1
21. Cc1cc(/C=C2\SC(=S)NC2=O)c(C)n1C1CC1
13. NC(=O)CSc1nc2ccccc2n1Cc1ccccc1F
23. CS(=O)(=O)N1CCN(Cc2ccccc2C(F)(F)F)CC1
24. Cc1cc2cc3c(cc2nc1SCC(=O)OC(C)C)OCCO3
16. O=C(O)c1cc2cccc(S(=O)(=O)N3CCOCC3)c2cc1O
22. Cc1ccc(-n2nc(C(=O)c3ccccc3)n3c(=O)cc(-c4ccccc4)nc23)cc1
15. Cn1c(=O)oc2cc(S(=O)(=O)NCCN3CCN(c4ccccc4F)CC3)ccc21

entry no.,17,20,12,21,13,23,24,16,22,15
PLK1 inh,-6,-3,-15,-4,-7,-5,-11,-12,-12,-13
EphB4 ephrin blk,4,-2,6,0,5,-3,2,4,-7,1
Calb biofilm kill,-4,/,4,/,-1,1,/,7,/,7
LYP act,-4,0,-13,-3,-1,5,-5,0,16,8
HIV Rev-RRE inh,11,-1,1,65*,3,4,21,9,2,1
LYP inh 2,3,-1,13,2,-4,-6,4,-1,-13,-10
CYP2C9 act,1.1,1.2,/,1.2,1,0.8,0.9,1,1,1.2
CYP2C9 inhib,-7,-22,/,-22,-1,18,10,2,4,-17
Plk1 PBD FP,-11,-8,-11,-23,-1,8,-6,24,12,-2

14. COc1ccc(Cn2c(=O)[nH]c3cc(C(=O)NCCCN4CCCC4=O)ccc3c2=O)cc1

entry no.,14
PLK1 inh,-7
EphB4 ephrin blk,-9
Calb biofilm kill,2
LYP act,7
HIV Rev-RRE inh,8
LYP inh 2,-10
CYP2C9 act,0.7
CYP2C9 inhib,25
Plk1 PBD FP,-14

Compound activity deposited in PubChem BioAssay by several laboratories.
